MITF TRPM1 inh: inhibitors of MITF-dependent TRPM1 promoter reporter, primary screen, cell-based, SK-MEL-5, single point, luciferase. SK-MEL-5 TRPM1 promoter luciferase, 24 h. inhibition, % at 12.5 µM. 0.83% of 330,000 active. AID 488899, 2010;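 active = mean inhibition across replicates of 60% or more, whatever share of single replicates reaches that level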; note: values of inactives mirror those of a sister screen read the other way
Shn3 inh set2: reduction of Shn3 3'UTR firefly luciferase signal, primary screen, Schnurri-3 inhibitor project, cell-based, Clone20 osteoblasts, set 2; Clone20 osteoblast Shn3 3'UTR firefly luciferase, 24 h; inhibition, % at 12.5 µM; 0.52% of 360,000 active;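 active = mean inhibition of at least 75% with every replicate also reaching 75%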;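 note: 0% = median of neutral control wells and 100% = pilot-screen positive control compound; some compounds past the cut are filed as inactive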
HIF-2a block: HIF-2a reporter inhibitors, primary screen, luminescence, 786-0 RCC cells. 786-0 RCC cells HIF-2a reporter, luciferase luminescence, overnight. inhibition, % at 18.8 µM. 0.72% of 360,000 active;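 active = inhibition of the luminescence signal of 40% or more relative to plate controls, in a single-dose primary screen at 18.75 µM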
Peg3 prom inh: Peg3 promoter-driven luciferase inhibitors, primary screen, cell-based, HeLa, luciferase luminescence; inhibition, % at 20 µM; 1.7% of 360,000 active; HeLa PEG-Prom luciferase reporter, overnight;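 active = inhibition of at least 50% at 20 µM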
TWEAK-Fn14 inh: inhibitors of TWEAK-Fn14 signaling, primary screen, luciferase reporter cells, uHTS; inhibition, % at 10 µM; TWEAK-stimulated Fn14 reporter cells, luciferase luminescence, 8 h; 2% of 360,000 active; in the data active = inhibition above about 50%
NR2E3 ag-1: inhibitors of NR2E3-RetCOR corepressor binding, primary screen, NR2E3 agonist project, biochemical, TR-FRET, GST-NR2E3, biotin-RetCOR; 1536-well; Photoreceptor-specific nuclear receptor (Homo sapiens), Q9Y5X4; 0.12% of 320,000 active; inhibition of corepressor binding, % at 4.78 µM; AID 2300, 2010;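 active = percent inhibition above the cutoff of mean plus 3 SD of all tested compounds, set per screening campaign, cut at about 20% in these data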;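 note: 0% = DMSO wells and 100% = biotin wells as full block of FRET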
Target sequence (Q9Y5X4 whole entry, looked up): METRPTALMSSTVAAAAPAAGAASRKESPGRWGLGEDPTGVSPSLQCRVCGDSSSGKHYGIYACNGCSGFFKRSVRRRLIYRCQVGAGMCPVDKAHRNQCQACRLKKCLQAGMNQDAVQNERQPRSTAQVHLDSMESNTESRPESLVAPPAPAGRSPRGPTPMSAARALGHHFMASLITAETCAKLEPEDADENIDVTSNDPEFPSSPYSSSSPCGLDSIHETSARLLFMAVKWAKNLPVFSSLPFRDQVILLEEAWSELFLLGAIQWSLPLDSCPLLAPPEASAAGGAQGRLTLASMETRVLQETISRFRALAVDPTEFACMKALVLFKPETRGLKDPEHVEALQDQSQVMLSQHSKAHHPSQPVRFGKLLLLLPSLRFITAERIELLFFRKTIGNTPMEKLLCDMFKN
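Assay system: NR2E3–RetCOR corepressor complex. Quantity: 1.35 nM GST-NR2E3. Buffer or medium: pH 7.5 Tris-based buffer. Reagent: biotinylated RetCOR corepressor at 7 nM final. Schedule: 5 h at 4 °C. Detection: TR-FRET, emission read at 617 and 671 nm. Replicates: one well per compound, singlicate testing.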
NR2E3 ag-2: NR2E3 agonists in two-hybrid cells, primary screen, cell-based, luminescence, CHO-S, Gal4-NCOR/VP16-NR2E3. Photoreceptor-specific nuclear receptor (Homo sapiens), Q9Y5X4. luciferase. inhibition of corepressor binding, % at 3.98 µM. 0.35% of 360,000 active. AID 602229, 2012;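 active = inhibition above the mean of all tested compounds plus 3 SD, cut at about 70% in these data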;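 note: 0% = DMSO with NR2E3 transfected cells and 100% = cells lacking NR2E3 construct; higher means lower luciferase signal from less NR2E3 corepressor binding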
iPSC survival up: enhancers of single-cell hiPSC survival, primary screen, ATPlite luminescence; 100% = ROCK inhibitor wells, 0% = DMSO; survival enhancement, % at 20 µM; 0.044% of 360,000 active; AID 602274, 2012; in the data active = survival enhancement above about 18%;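 note: cells exposed to compounds for 16 hours before the ATP read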
aDG glyco act: activators of alpha-DG glycosylation, primary screen, uHTS, Pro5-aDG cells, AlphaScreen; 0.22% of 360,000 active; activation, % at 10 µM; alpha-DG glycosylation AlphaScreen (IIH6); 0% Pro5, 100% B10-LARGE cell signal; AID 624168, 2012;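 active = activation of at least 8% versus controls, or a plate z-score of at least 8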;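 note: Pro5 are CHO cells carrying HIG-tagged alpha-DG that lacks glycosylation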
KKLEB tox: cytotoxicity in KKLEB CF airway cells, primary screen, cytotoxicity control for CF NF-kB inhibitor project, cell-based, uHTS, fluorescence assay plates | 0.36% of 360,000 active | activity change (cytotoxicity), % at 5 µM | KKLEB CF airway cells viability, ATPlite luminescence, overnight; stronger effect = lower value; cells stimulated with P. aeruginosa culture filtrate;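 active = corrected activity change at or below -50% at 5 µM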
CF NFkB inh: inhibitors of PAF-induced NF-kB signaling, primary screen, cell-based, GFP fluorescence, uHTS | KKLEB NF-kB-GFP reporter, GFP fluorescence overnight | inhibition, % at 5 µM | 0.86% of 360,000 active;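 active = at least 50% inhibition at 5 µM, scaled per plate between neutral and stimulator controls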;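 note: PAF is a Pseudomonas aeruginosa culture filtrate used as stimulus; plate controls were PAF-stimulated DMSO wells for no effect and unstimulated DMSO wells for full effect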
The depositor's hits bear a star; · = not tested or not shown.

SMILES	MITF TRPM1 inh	Shn3 inh set2	HIF-2a block	Peg3 prom inh	TWEAK-Fn14 inh	NR2E3 ag-1	NR2E3 ag-2	iPSC survival up	aDG glyco act	KKLEB tox	CF NFkB inh
O=C(COC(=O)c1ccc(F)cc1Cl)NC1CC1	·	-3	-1	-11	-9	·	26	6.1	0.0	-1	-5
O=C1CC(NS(=O)(=O)c2cccnc2)CN1c1ccc(F)cc1 (centres undefined)	5	9	7	3	3	-3	21	-0.3	0.2	5	8
CC(C)C[C@H](NC(=O)Nc1ccc(S(N)(=O)=O)cc1)C(=O)O	11	-11	7	9	7	-5	7	0.2	-0.2	-16	6
COc1ccc(S(=O)(=O)N2CCCC(C(=O)NCC3CCCO3)C2)cc1C (centres undefined)	13	-1	14	13	93*	0	-17	-0.4	-0.1	8	1
CN(C)/C=C1\N=C(c2ccc(Cl)cc2Cl)OC1=O	-88	-23	-356	-282	-31	2	-55	-1.3	-0.2	5	-8
CC(CCc1ccccc1)NC(=O)CCCn1ncn2c(cc3occc32)c1=O (centres undefined)	-16	-16	3	0	-4	3	-1	0.8	-0.3	7	3
O=C(CCC(=O)OCC(=O)c1ccc(Br)cc1)Nc1ccc(Br)c2cccnc12	2	15	12	-10	4	0	-8	0.2	0.0	-7	-11
COC(=O)C1=C(N)Oc2cc(C)n(Cc3ccco3)c(=O)c2C1c1cccc(Cl)c1 (centres undefined)	2	-1	12	25	14	-2	2	-0.6	-0.1	3	4
CSc1cccc(N2CC(C(=O)N(CC(C)C)c3c(N)n(Cc4ccccc4)c(=O)[nH]c3=O)CC2=O)c1 (centres undefined)	5	3	9	12	5	0	13	-0.5	0.0	3	-18
Cc1ccc(CNC(=O)CCCn2c(=O)c3ccccc3n(CC(=O)NC3CCCC3)c2=O)cc1	16	10	8	-8	-4	4	-29	-2.0	0.0	1	2
CC(C)N(Cc1nc(-c2ccc(Cl)cc2)no1)C(=O)CCCN1C(=O)c2ccccc2C1=O	0	11	-8	2	-6	·	-16	-3.9	0.6	-14	-13
O=C(COc1ccccc1Cl)NCCCNC(=O)c1ccco1	5	0	7	10	-11	0	8	-0.6	0.2	-6	5
CCOC(=O)CC(=O)CSc1nc2c(C)c(C)ccc2cc1C	-11	-10	18	14	3	-2	-2	0.2	-0.4	-13	10
COc1cc(NC(=O)c2ccc(Cl)cc2)c(Cl)cc1NC(=O)c1cccnc1	-4	-3	-7	-4	-23	-1	-35	1.7	0.0	-14	25
O=C1NC[C@@H](CCCCN2CCN(CCC3CCCCC3)C(=O)C2=O)N(CCC2CCCCC2)C1=O	·	·	3	·	-12	·	-10	0.0	0.0	·	·
COc1ccccc1C(O)c1ncc(-c2ccc(Cl)cc2)[nH]1 (centres undefined)	·	-5	-32	-16	-12	·	-19	4.2	0.2	8	-3
Cc1csc2c(SCC(=O)NNC(=O)C(Cl)Cl)ncnc12	-3	-7	-32	-11	8	2	-14	-0.3	-0.1	0	-13
CCn1c(SCC(=O)N2c3ccccc3CC2C)nnc1-c1ccco1 (centres undefined)	-10	-4	12	-12	11	2	8	-0.3	0.0	0	1
CCOC(=O)C1CCCN(C(=O)c2ccc3nc(-c4ccccc4)c(-c4ccccc4)nc3c2)C1 (centres undefined)	3	26	6	8	1	0	0	-0.5	1.4	-2	-11
Nc1ccc(CSc2ccc(Cl)cc2)cc1	-9	-9	-16	-60	7	1	-18	-0.4	-0.2	6	2
COc1cc(-c2nnc(SCC3(c4ccccc4)OCCO3)o2)cc(OC)c1OC	11	21	-4	24	-2	2	-7	6.0	0.1	-4	-3
O=C(c1ccc(F)cc1)N1CCN(C(=O)c2ccc([N+](=O)[O-])cc2)CC1	0	6	11	4	-22	2	12	-1.3	0.1	-12	16
N=C1C(c2nc3ccccc3[nH]2)=C(O)CN1c1ccc(CC(=O)O)cc1	4	-10	-15	-7	7	5	-7	-0.3	-0.2	8	-1
O=S1(=O)CCC(n2ncc3c2/C(=C/c2ccccc2)CC3)C1 (centres undefined)	10	16	2	30	14	1	-39	1.8	0.7	-2	-11
NNC(=O)CSc1nnnn1-c1ccccc1	-2	5	14	-7	13	-1	17	1.9	0.8	-9	15
CN(C(=O)c1ccc(Cl)c([N+](=O)[O-])c1)C1(C)CCS(=O)(=O)C1 (centres undefined)	6	1	16	2	-5	1	0	-0.5	-0.1	-15	24
COc1ccc(OC)c(C(O)c2nc3ccccc3n2C)c1 (centres undefined)	-2	-103	4	0	18	2	3	1.1	0.1	5	-4
FC(F)(F)c1cccc(-c2nc(-c3ccncc3)no2)c1	-44	-34	-140	-182	-15	·	-39	-0.2	-0.1	3	-9
CC[n+]1c(/C=C/Nc2ccccc2)sc2ccccc21	6	92*	-3	-3	-36	-1	14	-1.4	0.6	0	1
CN(Cc1nc(-c2ccccc2)no1)C1CCOCC1	-62	-53	-170	-166	-18	0	-61	-0.1	0.0	4	-24
COc1ccc(C(=O)NNC2=CC(=O)CC(C)(C)C2)cc1OC	-4	-65	3	14	12	-3	-1	-1.9	1.7	6	-18
CN(C)S(=O)(=O)c1ccc(C(=O)NCC2(N3CCCCC3)CCCCC2)cc1	5	-27	14	21	10	0	2	0.3	-0.3	4	0
CCCC/C(O)=C1\C(=O)CC(C)(C)CC1=Nc1ccc(N)cc1	-6	3	13	27	1	-2	-2	0.4	0.2	4	-6
Cc1cccc(Cc2cnc(NC(=O)C3=NCCN3)s2)c1	10	6	-63	7	-21	-1	-14	0.3	-0.2	0	4
CC(=O)Nc1ccc(NS(=O)(=O)c2cccc3ccccc23)cc1	0	-9	0	11	-20	1	-12	0.4	0.2	-2	-4
C[C@@H](CO)NC(=O)c1[nH]cnc1C(=O)Nc1cccc(Cl)c1	·	-11	-28	3	7	·	-26	-0.6	0.0	1	13

Structures listed so far with an NH in an aromatic ring:
SMILES	MITF TRPM1 inh	Shn3 inh set2	HIF-2a block	Peg3 prom inh	TWEAK-Fn14 inh	NR2E3 ag-1	NR2E3 ag-2	iPSC survival up	aDG glyco act	KKLEB tox	CF NFkB inh
CSc1cccc(N2CC(C(=O)N(CC(C)C)c3c(N)n(Cc4ccccc4)c(=O)[nH]c3=O)CC2=O)c1 (centres undefined)	5	3	9	12	5	0	13	-0.5	0.0	3	-18
COc1ccccc1C(O)c1ncc(-c2ccc(Cl)cc2)[nH]1 (centres undefined)	·	-5	-32	-16	-12	·	-19	4.2	0.2	8	-3
N=C1C(c2nc3ccccc3[nH]2)=C(O)CN1c1ccc(CC(=O)O)cc1	4	-10	-15	-7	7	5	-7	-0.3	-0.2	8	-1
C[C@@H](CO)NC(=O)c1[nH]cnc1C(=O)Nc1cccc(Cl)c1	·	-11	-28	3	7	·	-26	-0.6	0.0	1	13

Next section
SMILES	MITF TRPM1 inh	Shn3 inh set2	HIF-2a block	Peg3 prom inh	TWEAK-Fn14 inh	NR2E3 ag-1	NR2E3 ag-2	iPSC survival up	aDG glyco act	KKLEB tox	CF NFkB inh
COc1cccc(CN2CCN(C3CSCCSC3)CC2CCO)c1 (centres undefined)	1	-20	8	10	-8	2	-23	0.6	-0.1	-1	-2
COc1ccc(C(c2nnnn2CS(=O)(=O)c2ccc(C)cc2)N2CCN(c3ncccn3)CC2)cc1 (centres undefined)	2	12	6	-4	-4	-1	4	2.2	-0.2	-19	1
Cc1ccc(-c2nnn(CC(=O)NCC3CC3)n2)o1	-19	-13	11	-4	2	2	-7	2.0	0.1	-19	-2
CCNS(=O)(=O)c1ccc(OC)c(C(=O)NC2CCCCC2)c1	-1	0	7	20	-1	2	-7	-1.6	0.3	3	7
N#CCCSc1ncnc2c1oc1ccccc12	20	0	-88	-35	-22	21*	-12	-1.5	-0.3	-6	0
Cc1ccccc1-c1nc(-c2ccc(NC(=O)c3ccc(Br)o3)cc2)no1	-67	-39	-211	-206	10	-2	-38	-2.9	0.3	1	-8
Cc1nnc(OCc2nc3ccccc3n2C)c2ccccc12	-11	-7	-126	-80	-31	-2	8	-1.0	-0.2	-1	-2
COC(=O)c1c(C(=O)OC)c(-c2ccc(F)cc2)n2c1CS(=O)(=O)C2	-16	6	14	14	-27	-5	-17	-0.4	0.0	-7	8
CC(C)C(OC(=O)c1nsc(Cl)c1Cl)C(=O)NC1CCCCC1 (centres undefined)	-2	-6	7	9	20	1	-9	-0.6	-0.1	0	-5
COc1ccc(Oc2c(OC)cc([N+](=O)[O-])c3ncccc23)cc1	-2	8	-25	-3	-52	·	-57	-0.9	0.1	-3	1
CCOC(=O)c1[nH]c2ccc(OC)cc2c1NC(=S)N1CCN(c2ccc(F)cc2)CC1	9	8	1	8	1	-5	-21	-1.4	0.1	-22	6
CCc1cc2c(COC(=O)CCNS(=O)(=O)c3cccc(C(F)(F)F)c3)cc(=O)oc2cc1O	-11	5	-12	22	10	7	-10	0.1	0.1	-10	24
Cc1nc2ccccn2c1C(=O)NCc1cccnc1	7	7	9	9	-8	2	-5	-1.9	-0.1	4	6
O=c1[nH]nnc2c1cnn2-c1ccccc1	1	74	-6	-11	22	·	-29	2.8	-0.1	12	-9
Cc1c(C=NCCOCc2ccccc2)cnn1C	-11	5	4	-17	5	1	-21	-1.8	-0.1	4	2
O=C1CSC(c2cn(-c3ccccc3)nc2-c2ccc3c(c2)OCCO3)N1CCN1CCOCC1 (centres undefined)	-1	-3	-24	-6	-2	4	-15	-1.9	-0.3	-11	20
O=C(c1ccccc1)c1ccc2cc(O)ccc2c1	-43	-23	-208	-164	2	4	-35	-0.3	0.1	-8	5
COc1ccc(NC(=O)Nc2cnccn2)cc1	-32	-13	-88	-99	-25	0	-67	-0.3	0.0	10	3
COc1ccc(N2CCN(C(=O)c3cn(Cc4ccccc4)nc3-c3cccnc3)CC2)cc1	-11	-7	16	22	13	0	-6	-0.3	-0.2	6	-14
Cc1nc2ccccn2c1C(=O)N/N=C/c1ccc2c(c1)OCO2	-79	-49	-184	-133	-17	-1	-38	-0.2	-0.3	-24	16
O=C(N/N=C/c1c[nH]c2ccccc12)C1COc2ccccc2O1 (centres undefined)	29	-2	-37	-2	8	0	-41	-0.5	-0.2	-15	35
Clc1cccc(OCc2nnc(-c3ccccc3Br)o2)c1	-60	-33	-243	-212	-40	0	-50	0.4	0.0	1	6
CC(OC(=O)CCOc1ccccc1)C(=O)Nc1ccc(Cl)cn1 (centres undefined)	-6	5	12	9	28	0	-14	1.2	0.1	3	10

Screening data: PubChem, several laboratories
